Compound activity deposited in PubChem by Broad Institute.
NSD2 inh = inhibitors of human NSD2, primary screen, biochemical, plate reader, single point; Histone-lysine N-methyltransferase NSD2 (Homo sapiens), O96028; inhibition, % at 12.5 µM; NSD2-SET H3K36me1 DELFIA fluorescence; 0.07% of 44,000 active; in the data active means inhibition above about 54%, passing the limit was not always enough;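 further: inhibitors reduce the monomethyl H3K36 fluorescence signal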
Target sequence (O96028 whole entry, looked up): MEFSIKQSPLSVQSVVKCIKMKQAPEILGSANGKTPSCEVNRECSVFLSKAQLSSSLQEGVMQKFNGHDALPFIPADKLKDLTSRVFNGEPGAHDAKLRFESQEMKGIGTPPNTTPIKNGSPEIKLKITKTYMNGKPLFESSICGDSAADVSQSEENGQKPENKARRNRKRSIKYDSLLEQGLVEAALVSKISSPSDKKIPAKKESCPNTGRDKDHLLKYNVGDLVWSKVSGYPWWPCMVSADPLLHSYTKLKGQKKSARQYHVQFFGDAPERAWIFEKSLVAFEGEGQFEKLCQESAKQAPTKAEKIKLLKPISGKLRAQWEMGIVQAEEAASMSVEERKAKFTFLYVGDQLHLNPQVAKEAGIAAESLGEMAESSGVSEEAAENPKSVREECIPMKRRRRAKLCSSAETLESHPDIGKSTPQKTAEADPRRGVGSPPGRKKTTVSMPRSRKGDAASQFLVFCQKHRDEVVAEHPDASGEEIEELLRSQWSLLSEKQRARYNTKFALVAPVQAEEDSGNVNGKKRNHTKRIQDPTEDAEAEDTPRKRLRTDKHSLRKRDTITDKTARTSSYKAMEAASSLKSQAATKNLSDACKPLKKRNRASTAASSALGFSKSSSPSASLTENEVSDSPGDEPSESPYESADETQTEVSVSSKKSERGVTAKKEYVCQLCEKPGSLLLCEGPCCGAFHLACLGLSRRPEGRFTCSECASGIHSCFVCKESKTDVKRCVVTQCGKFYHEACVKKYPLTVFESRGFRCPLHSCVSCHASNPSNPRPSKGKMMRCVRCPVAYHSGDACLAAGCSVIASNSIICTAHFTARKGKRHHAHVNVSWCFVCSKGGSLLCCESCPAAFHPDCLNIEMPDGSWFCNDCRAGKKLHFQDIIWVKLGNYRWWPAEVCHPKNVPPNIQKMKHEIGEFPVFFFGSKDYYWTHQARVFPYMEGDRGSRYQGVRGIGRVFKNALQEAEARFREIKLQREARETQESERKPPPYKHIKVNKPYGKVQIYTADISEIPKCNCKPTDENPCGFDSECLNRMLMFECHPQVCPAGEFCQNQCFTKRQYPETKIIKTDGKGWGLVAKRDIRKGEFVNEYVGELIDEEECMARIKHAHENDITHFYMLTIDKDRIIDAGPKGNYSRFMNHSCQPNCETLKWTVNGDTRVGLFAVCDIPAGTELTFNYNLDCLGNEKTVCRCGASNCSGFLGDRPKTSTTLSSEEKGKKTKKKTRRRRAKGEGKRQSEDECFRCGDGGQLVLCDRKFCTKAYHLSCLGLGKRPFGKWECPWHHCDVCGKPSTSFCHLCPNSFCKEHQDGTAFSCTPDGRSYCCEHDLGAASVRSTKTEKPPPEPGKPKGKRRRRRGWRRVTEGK
* marks the source's active call; other numbers are inactive results.

SMILES	NSD2 inh
CCCNC(=O)N(C)C[C@H]1Oc2cc(C#CCOC)ccc2S(=O)(=O)N([C@@H](C)CO)C[C@@H]1C	-7
C[C@@H]1CN([C@H](C)CO)C(=O)c2cc(NC(=O)C3CC3)ccc2O[C@@H]1CN(C)CC1CC1	-1
OCCSCC(O)CC(O)c1ccccc1 (configuration not stated)	-5
COCCOC(=O)N1C(=O)[C@@]2(c3cc(C#CCNC(N)=O)ccc31)[C@H](c1ccccc1OCCO)N1[C@H](c3ccccc3)[C@H](c3ccccc3)OC(=O)[C@H]1[C@@H]2C(N)=O	-9
COc1ccc(CN(C)C[C@H]2OCCCC[C@H](C)Oc3ccc(NS(=O)(=O)c4ccc(C)cc4)cc3C(=O)N([C@H](C)CO)C[C@H]2C)cc1	7
COCC(=O)N(C)C[C@@H]1Oc2cc(C3=CCCCC3)ccc2S(=O)(=O)N([C@H](C)CO)C[C@H]1C	18
CCCNC(=O)N(C)C[C@@H]1Oc2cc(C#CC(C)C)ccc2S(=O)(=O)N([C@@H](C)CO)C[C@@H]1C	5
COc1ccc(S(=O)(=O)N(C)C[C@@H]2Oc3ccc(NC(=O)Cc4cn(C)c5ccccc45)cc3C(=O)N([C@H](C)CO)C[C@H]2C)cc1	-1
C[C@@H]1CN([C@@H](C)CO)C(=O)c2cc(NC(=O)Nc3ccc(F)cc3)ccc2O[C@@H](C)CCCCO[C@H]1CN(C)C(=O)C1CCCCC1	-1
C/C=C/c1cnc2c(c1)C(=O)N([C@@H](C)CO)C[C@H](C)[C@H](CN(C)C(=O)C1CCOCC1)O2	-2
O=C(O)CCCCCC(=O)N/N=C/c1ccc(O)cc1Br	-4
C[C@@H]1CN([C@H](C)CO)C(=O)c2cc(NS(C)(=O)=O)ccc2O[C@@H]1CN(C)Cc1ccc(C(=O)O)cc1	4
C[C@H]1CN([C@@H](C)CO)C(=O)CCCn2nncc2CO[C@@H]1CN(C)C(=O)Nc1ccc(C(F)(F)F)cc1	10
COc1ccc(S(=O)(=O)N(C)C[C@H]2Oc3ccc(NS(=O)(=O)c4cn(C)cn4)cc3CC(=O)N([C@@H](C)CO)C[C@@H]2C)cc1	23
COc1ccc(S(=O)(=O)N(C)C[C@@H]2OCCCC[C@@H](C)Oc3ccc(NC(=O)NC(C)C)cc3C(=O)N([C@@H](C)CO)C[C@@H]2C)cc1	-3
C[C@H]1CN([C@@H](C)CO)C(=O)Cc2cc(NC(=O)C3CC3)ccc2O[C@@H]1CN(C)Cc1ccc(C(=O)O)cc1	-2
Cc1noc(C)c1NC(=O)N(C)C[C@H]1OCCCC[C@H](C)Oc2ccc(NS(C)(=O)=O)cc2C(=O)N([C@@H](C)CO)C[C@@H]1C	9
C[C@@H]1CN([C@H](C)CO)C(=O)c2cc(NS(=O)(=O)c3ccccc3)ccc2O[C@@H]1CN(C)CC1CCCCC1	0
CCc1cc2c(=O)n(-c3ccccc3)c(SCC(=O)O)nc2s1	-3
C[C@H](CO)N1C[C@H](C)[C@H](CN(C)CC2CC2)OCCCC[C@H](C)Oc2ccc(NS(=O)(=O)c3ccccc3)cc2C1=O	-4
C[C@@H]1CCCCO[C@H](CN(C)C(=O)Nc2ccc3c(c2)OCO3)[C@H](C)CN([C@H](C)CO)C(=O)c2cc(NC(=O)Nc3ccccc3)ccc2O1	-2
C[C@@H]1CN([C@@H](C)CO)C(=O)Cc2cc(NC(=O)Cc3cn(C)c4ccccc34)ccc2O[C@H]1CN(C)S(C)(=O)=O	-3
COc1ccccc1-c1cnc2c(c1)C(=O)N([C@H](C)CO)C[C@@H](C)[C@H](CN(C)Cc1ccncc1)O2	7
C[C@@H]1CCCCO[C@H](CN(C)C)[C@@H](C)CN([C@H](C)CO)C(=O)c2cc(NS(C)(=O)=O)ccc2O1	0
C[C@H](CO)N1C[C@H](C)[C@@H](CN(C)C(=O)c2ccc3c(c2)OCO3)Oc2ncc(C#CCN(C)C)cc2C1=O	3

Reformatted with values ahead of the structure: entries from further up.
NSD2 inh | smiles
5 | CCCNC(=O)N(C)C[C@@H]1Oc2cc(C#CC(C)C)ccc2S(=O)(=O)N([C@@H](C)CO)C[C@@H]1C
-1 | COc1ccc(S(=O)(=O)N(C)C[C@@H]2Oc3ccc(NC(=O)Cc4cn(C)c5ccccc45)cc3C(=O)N([C@H](C)CO)C[C@H]2C)cc1
-1 | C[C@@H]1CN([C@@H](C)CO)C(=O)c2cc(NC(=O)Nc3ccc(F)cc3)ccc2O[C@@H](C)CCCCO[C@H]1CN(C)C(=O)C1CCCCC1
-2 | C/C=C/c1cnc2c(c1)C(=O)N([C@@H](C)CO)C[C@H](C)[C@H](CN(C)C(=O)C1CCOCC1)O2
-4 | O=C(O)CCCCCC(=O)N/N=C/c1ccc(O)cc1Br
4 | C[C@@H]1CN([C@H](C)CO)C(=O)c2cc(NS(C)(=O)=O)ccc2O[C@@H]1CN(C)Cc1ccc(C(=O)O)cc1
10 | C[C@H]1CN([C@@H](C)CO)C(=O)CCCn2nncc2CO[C@@H]1CN(C)C(=O)Nc1ccc(C(F)(F)F)cc1

Additional entries follow.
SMILES	NSD2 inh
COc1ccc(C#Cc2ccc3c(c2)[C@]2(C(=O)N3)[C@H](C(=O)N3CCN(c4ncccn4)CC3)[C@H]3C(=O)O[C@H](c4ccccc4)[C@H](c4ccccc4)N3[C@@H]2c2ccc(O)cc2)cc1	-8
COc1ccc(NC(=O)Nc2ccc3c(c2)CC(=O)N([C@H](C)CO)C[C@@H](C)[C@H](CN(C)S(=O)(=O)c2ccc(OC)cc2)O3)cc1	1
Cc1noc(C)c1NC(=O)N(C)C[C@@H]1Oc2ccc(NC(=O)NC3CCCCC3)cc2CC(=O)N([C@H](C)CO)C[C@H]1C	14
CC(=O)N(C)C[C@@H]1Oc2cc(-c3cccc(F)c3)ccc2S(=O)(=O)N([C@@H](C)CO)C[C@@H]1C	1
C[C@@H]1CN([C@H](C)CO)C(=O)Cc2cc(NC(=O)Cc3cn(C)c4ccccc34)ccc2O[C@@H]1CN(C)C(=O)NC1CCCCC1	3
CC(C)NC(=O)Nc1ccc2c(c1)C(=O)N([C@@H](C)CO)C[C@H](C)[C@H](CN(C)Cc1ccc(Cl)c(Cl)c1)O2	-1
O=C(NCc1ccc(F)cc1)[C@H]1C[C@H]2C(=O)NCC(=O)N2[C@H]1c1ccc(O)cc1	5
C[C@H]1CN([C@@H](C)CO)S(=O)(=O)c2ccc(C#Cc3cccc(F)c3)cc2O[C@H]1CN(C)C	2
CCO[C@H]1OC(C(=O)NC2CC2)=C[C@@H](C)[C@@H]1CCCO	-6
C[C@@H]1CN([C@H](C)CO)C(=O)c2cc(N(C)C)ccc2O[C@@H](C)CCCCO[C@@H]1CN(C)C(=O)Cc1ccccc1	-1
C[C@@H]1CCCCO[C@H](CN(C)C)[C@@H](C)CN([C@H](C)CO)C(=O)c2cc(NC(=O)C3CCCCC3)ccc2O1	2
C[C@H](CO)N1C[C@H](C)[C@H](CN(C)S(=O)(=O)c2ccccc2F)Oc2ncc(C#Cc3ccccc3)cc2C1=O	5
C[C@@H]1CN([C@@H](C)CO)S(=O)(=O)c2ccc(-c3ccncc3)cc2O[C@@H]1CN(C)C	4
Cc1noc(C)c1NC(=O)N(C)C[C@H]1Oc2c(NC(=O)C3CCOCC3)cccc2C(=O)N([C@@H](C)CO)C[C@@H]1C	19
CC(C)NC(=O)Nc1ccc2c(c1)C(=O)N([C@@H](C)CO)C[C@H](C)[C@H](CN(C)C)OCCCC[C@H](C)O2	3
Cc1noc(C)c1NC(=O)Nc1cccc2c1O[C@@H](CN(C)Cc1ccncc1)[C@@H](C)CN([C@@H](C)CO)C2=O	-17
C[C@H]1CN([C@@H](C)CO)C(=O)c2cc(NC(=O)c3ccncc3)ccc2O[C@H]1CN(C)Cc1ccc2c(c1)OCO2	2
C[C@H]1CN([C@@H](C)CO)C(=O)Cc2cc(NC(=O)CCN3CCOCC3)ccc2O[C@@H]1CN(C)Cc1ccccc1	-3
Cc1ccc(S(=O)(=O)Nc2ccc3c(c2)C(=O)N([C@H](C)CO)C[C@H](C)[C@H](CN(C)S(=O)(=O)c2ccc(F)cc2)O3)cc1	3
CCC(=O)N(C)C[C@H]1Oc2cc(-c3cccnc3)ccc2S(=O)(=O)N([C@H](C)CO)C[C@H]1C	-3
COc1ccc(CN(C)C[C@H]2Oc3ccc(NC(=O)Cn4cnnn4)cc3CC(=O)N([C@H](C)CO)C[C@H]2C)cc1	-1
N#Cc1cccc(NCCN2CCNC2=O)n1	-9
C[C@]12C=CC(=O)C=C1CC[C@H]1[C@@H]3C[C@@H](O)[C@](O)(C(=O)CO)[C@@]3(C)C[C@H](O)[C@@]12F	28
Cc1ccc(/C(=C/CN2CCCC2)c2ccccn2)cc1	1
Cc1ccc(S(=O)(=O)Nc2ccc3c(c2)C(=O)N([C@@H](C)CO)C[C@H](C)[C@H](CN(C)S(=O)(=O)c2ccc(F)cc2)O3)cc1	-3
Continuation:
SMILES	NSD2 inh
Cc1noc(C)c1NC(=O)Nc1ccc2c(c1)CC(=O)N([C@@H](C)CO)C[C@@H](C)[C@@H](CN(C)C(=O)NC(C)C)O2	-2
Cc1ccc(S(=O)(=O)Nc2ccc3c(c2)CC(=O)N([C@@H](C)CO)C[C@H](C)[C@H](CN(C)C(=O)Nc2ccccc2)O3)cc1	-1
COc1cccc(S(=O)(=O)Nc2ccc3c(c2)[C@@H]2C[C@@H](CC(=O)O)O[C@@H](CO)[C@@H]2O3)c1	-4
Cc1noc(C)c1S(=O)(=O)N(C)C[C@H]1Oc2c(cccc2N(C)C)C(=O)N([C@@H](C)CO)C[C@@H]1C	-2
C[C@@H]1CN([C@H](C)CO)C(=O)c2cc(NC(=O)CCC(F)(F)F)ccc2O[C@@H](C)CCCCO[C@H]1CN(C)C(=O)CCC(F)(F)F	-218
C[C@H]1CN([C@@H](C)CO)C(=O)Cc2cc(NS(=O)(=O)c3ccccc3)ccc2O[C@H]1CN(C)Cc1ccc(-c2ccccc2)cc1	-3
C[C@H](CO)N1C[C@H](C)[C@@H](CN(C)C(=O)Nc2ccc(F)cc2)Oc2ccc(NC(=O)c3ccncc3)cc2CC1=O	-2
Cc1ccc(S(=O)(=O)Nc2ccc3c(c2)CC(=O)N([C@@H](C)CO)C[C@@H](C)[C@H](CN(C)S(=O)(=O)c2ccc(F)cc2)O3)cc1	-2
C[C@@H]1CCCCO[C@@H](CN(C)CC2CCCCC2)[C@H](C)CN([C@H](C)CO)C(=O)c2cc(NC(=O)NC3CCCCC3)ccc2O1	1
C[C@@H]1CN([C@@H](C)CO)C(=O)c2cccc(NS(=O)(=O)c3cccs3)c2O[C@@H]1CN(C)C(=O)Nc1cccc2ccccc12	-2
C[C@@H]1CN([C@@H](C)CO)C(=O)c2cc(N(C)C)ccc2O[C@@H](C)CCCCO[C@H]1CN(C)S(C)(=O)=O	2
O=C1N(CCS(=O)(=O)c2ccccc2)c2ccccc2[C@H]2OC(c3ccc(OCCCO)cc3)=N[C@@]12CCS(=O)(=O)c1ccccc1	11
C/C=C/c1cnc2c(c1)C(=O)N([C@H](C)CO)C[C@H](C)[C@H](CN(C)Cc1ccc3c(c1)OCO3)O2	1
Cc1ccc(S(=O)(=O)Nc2ccc3c(c2)C(=O)N([C@@H](C)CO)C[C@@H](C)[C@H](CN(C)S(=O)(=O)c2cn(C)cn2)OCCCC[C@H](C)O3)cc1	0
COc1ccccc1NC(=O)N(C)C[C@@H]1Oc2ncc(C#CC(C)C)cc2C(=O)N([C@@H](C)CO)C[C@H]1C	-11
C/C=C/c1ccc2c(c1)O[C@@H](CN(C)C(=O)Cc1cccnc1)[C@@H](C)CN([C@H](C)CO)S2(=O)=O	-4
C[C@H](CO)N1C[C@H](C)[C@H](CN(C)Cc2ccc(C(=O)Nc3ccccc3N)cc2)Oc2ccc(NC(=O)Nc3ccc(F)cc3)cc2CC1=O	-1
CNC[C@@H]1Oc2c(NS(=O)(=O)c3ccc(OC)cc3)cccc2C(=O)N([C@@H](C)CO)C[C@@H]1C	-1
C[C@@H]1CN([C@@H](C)CO)C(=O)Cc2cc(NC(=O)C3CCCCC3)ccc2O[C@H]1CN(C)CC1CC1	7
C[C@H]1CN([C@@H](C)CO)C(=O)Cc2cc(NC(=O)Nc3ccc(C(F)(F)F)cc3)ccc2O[C@@H]1CN(C)C(=O)Nc1ccc(F)cc1	-11
CC(C)NC(=O)Nc1ccc2c(c1)C(=O)N([C@H](C)CO)C[C@H](C)[C@@H](CN(C)S(C)(=O)=O)O2	4
C[C@@H]1CN([C@@H](C)CO)C(=O)CCCn2nncc2CO[C@@H]1CN(C)Cc1ccc(-c2ccccc2)cc1	-1
C[C@@H]1CN([C@H](C)CO)C(=O)c2cccc(NC(=O)NC3CCCCC3)c2O[C@@H]1CN(C)Cc1ccc(C(=O)Nc2ccccc2N)cc1	-6
CC(C)NC(=O)Nc1cccc2c1O[C@H](CN(C)Cc1ccc(Oc3ccccc3)cc1)[C@@H](C)CN([C@@H](C)CO)C2=O	-3
C[C@H]1CN([C@@H](C)CO)S(=O)(=O)c2ccc(-c3ccc(C#N)cc3)cc2O[C@H]1CN(C)C	1
Next structures.
SMILES	NSD2 inh
O=C1NC(=O)C(c2ccccc2)(c2ccccc2)N1	2
C[C@@H]1CCCCO[C@H](CN(C)Cc2ccc(Cl)c(Cl)c2)[C@H](C)CN([C@@H](C)CO)C(=O)c2cc(NC(=O)C3CCCCC3)ccc2O1	-1
Cc1ccc(S(=O)(=O)N(C)C[C@@H]2Oc3ccc(NC(=O)Nc4ccccc4)cc3C(=O)N([C@@H](C)CO)C[C@@H]2C)cc1	4
Cc1ccc(-c2cnc3c(c2)C(=O)N([C@@H](C)CO)C[C@@H](C)[C@H](CN(C)C(=O)c2ccncc2)O3)cc1	-9
CC(C)NC(=O)N(C)C[C@@H]1OCCCC[C@H](C)Oc2ccc(NC(=O)C3CCCCC3)cc2C(=O)N([C@@H](C)CO)C[C@H]1C	0
C[C@H](CO)N1C[C@H](C)[C@H](CN(C)C(=O)CN(C)C)Oc2ncc(C#CC3(O)CCCC3)cc2C1=O	0

An excerpt (hit frequency here may not be typical).
